Assay outcomes deposited in PubChem BioAssay by several laboratories.
hcDAF12 agonist = activates DAF-12 receptor from parasite H. contortus; HEK293 hcDAF-12 lit1-tk-luc reporter, luminescence; 0% DMSO, 100% Δ7-dafachronic acid; activation, % at 6.8 µM; actives 1.4% (n = 370,000); AID 652067;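 active means activation above the mean of all tested compounds plus 3 SD, cut at about 5.5% in these data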;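 further: 100% = response to 3 µM Δ7-dafachronic acid high control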
GC-B act = GC-B (human) receptor activation. activation, % at 10 µM. P20594. HEK293-GC-B cells, CNP EC30, cGMP TR-FRET; 0% at EC30 CNP, 100% saturating CNP. actives 0.11% (n = 370,000). AID 1920062;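 active means activation at 10 µM reaching about 35% in either raw or pattern-adjusted values, limit read from the data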
Target sequence (P20594 whole entry, looked up): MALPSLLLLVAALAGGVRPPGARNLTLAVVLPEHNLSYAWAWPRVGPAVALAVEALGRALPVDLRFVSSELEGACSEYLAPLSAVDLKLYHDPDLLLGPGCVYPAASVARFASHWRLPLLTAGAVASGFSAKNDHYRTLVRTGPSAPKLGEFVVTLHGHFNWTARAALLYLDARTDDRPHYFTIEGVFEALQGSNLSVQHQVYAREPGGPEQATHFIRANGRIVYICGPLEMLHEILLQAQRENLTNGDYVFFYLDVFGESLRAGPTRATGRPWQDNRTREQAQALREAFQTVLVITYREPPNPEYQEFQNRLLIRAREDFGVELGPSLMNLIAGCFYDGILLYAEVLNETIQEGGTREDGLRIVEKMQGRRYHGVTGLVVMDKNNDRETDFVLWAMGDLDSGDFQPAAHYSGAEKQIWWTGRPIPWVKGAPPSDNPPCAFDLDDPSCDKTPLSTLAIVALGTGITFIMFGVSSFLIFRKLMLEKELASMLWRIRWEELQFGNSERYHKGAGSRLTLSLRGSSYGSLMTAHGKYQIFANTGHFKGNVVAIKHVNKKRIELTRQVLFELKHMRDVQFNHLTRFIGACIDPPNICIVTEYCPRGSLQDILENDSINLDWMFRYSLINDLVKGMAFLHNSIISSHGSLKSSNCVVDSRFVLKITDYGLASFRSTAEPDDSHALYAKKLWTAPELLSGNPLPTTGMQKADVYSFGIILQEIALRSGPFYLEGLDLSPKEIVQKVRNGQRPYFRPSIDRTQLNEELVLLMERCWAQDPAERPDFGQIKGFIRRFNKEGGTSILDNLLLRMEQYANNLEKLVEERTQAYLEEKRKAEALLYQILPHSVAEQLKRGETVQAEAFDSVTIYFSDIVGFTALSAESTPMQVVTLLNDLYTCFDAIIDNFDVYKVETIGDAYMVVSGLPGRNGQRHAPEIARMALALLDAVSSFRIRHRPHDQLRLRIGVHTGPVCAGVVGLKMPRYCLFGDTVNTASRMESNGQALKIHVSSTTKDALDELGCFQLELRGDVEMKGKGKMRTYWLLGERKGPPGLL
GC-A act = GC-A (human) enzyme activation. activation, % at 10 µM. HEK293 GC-A cells, cGMP TR-FRET, EC30 ANP; 0% at EC30 ANP, 100% saturating ANP. P16066. actives 0.14% (n = 370,000); in the data active means activation above about 40%
ssDAF-12 act = S. stercoralis DAF-12 activation, primary screen. HEK293 ssDAF-12/GRIP1 lit1-tk-luc reporter, luminescence; % of 3 µM dafachronic acid response. actives 1% (n = 370,000). activation, % at 6.8 µM;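 active means activation above the mean over all tested compounds plus 3 SD, cut at about 0.9% in these data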;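 further: 0% = DMSO-only wells and 100% = 3 µM delta7-dafachronic acid wells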
SMARCA2 activ = increases SMARCA2 function in MMTV reporter cells. MG213 cells, MMTV-luciferase reporter, dexamethasone, overnight. activation, % at 9.1 µM. actives 1% (n = 370,000). AID 652017; in the data active means activation above about 7.8%;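 further: 0% = vehicle wells and 100% = reference activator wells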
hgDAF-12 ag = hgDAF-12 agonism, primary luciferase screen | HEK293 GAL4-hgDAF12 UAS-luciferase reporter, agonist luminescence; normalized to butyrate control | activation, % at 6.8 µM | actives 1.8% (n = 370,000) | AID 687014;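 active means activation above a cutoff set at the mean of all screened compounds plus 3 SD, cut at about 10% in these data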;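 further: 0% = DMSO wells and 100% = sodium butyrate wells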
proKLK7 act = activates the human kallikrein-7 zymogen; purified proKLK7, EDANS-DABCYL substrate fluorescence; 100% is mature enzyme control, 0% vehicle; actives 0.9% (n = 370,000); activation, % at 7 µM;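 active means activation above the mean of all tested compounds plus 3 SD, computed per campaign excluding outliers beyond control limits, cut at about 13% in these data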
DAX1 inh-1 = inhibitors of DAX1 repression of SF-1 activated StAR promoter. HEK293T StAR-luciferase reporter, SF-1/DAX-1 repression relief. inhibition, % at 6.8 µM. actives 1.1% (n = 370,000). AID 652010;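 active means inhibition above the mean over all tested compounds plus 3 SD, cut at about 3.6% in these data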;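 further: 0% = DAX-1 cells with DMSO and 100% = cells lacking DAX-1 with DMSO; higher inhibition means more luminescence from relief of DAX-1 repression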
DAX1 inh-2 = inhibitors of human orphan nuclear receptor DAX1 (NR0B1) | actives 0.99% (n = 340,000) | inhibition, % at 6.75 µM | HEK293 Gal4-DAX1 luciferase reporter, luminescence | AID 504766;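 active means inhibition above the mean over all tested compounds plus 3 SD, cut at about 4.2% in these data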;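 further: 0% = DAX1-transfected cells with DMSO and 100% = empty-vector control cells with DMSO; inhibition shows as a rise in luminescence from relieved DAX1 repression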
sPLA2-III inh = Inhibits HGIII-sPLA2 liposome hydrolysis, primary screen; Q9NZ20; QFRET BODIPY PC-A2 liposome hydrolysis, fluorescence; inhibition, % at 12.2 µM; actives 0.56% (n = 370,000);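 active means inhibition above mean plus 3 SD of compounds lying within the high and low control bounds, cut at about 19% in these data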;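 further: 0% = median of test compound wells and 100% = no enzyme DMSO wells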
FXN GAA850 act = increases GAA850 frataxin promoter reporter activity. actives 0.56% (n = 360,000). HEK293 lucGAA850 FXN promoter luciferase reporter, 24 h; percent of 10 µM SAHA response. activation, % at 6 µM;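 active means activation above the average of all compounds screened plus 3 SD, cutoff fixed separately per campaign, cut at about 7.5% in these data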;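 further: 0% = DMSO wells and 100% = 10 µM SAHA wells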
An asterisk follows results filed as active; . = not tested or not shown; & = joins results of further samples.

Under each structure – hcDAF12 agonist	GC-B act	GC-A act	ssDAF-12 act	SMARCA2 activ	hgDAF-12 ag	proKLK7 act	DAX1 inh-1	DAX1 inh-2	sPLA2-III inh	FXN GAA850 act
- Cc1c(C#N)c(O)n(CCO)c(=O)c1N=Nc1ccccc1
 : -1.4	-2	-2	-1.5	1	-4.5	-0.5	-0.6	4.4*	6	-0.4
- O=c1cc(O)nc[nH]1
 : -0.7	5	1	-1.2	5	-3.1	-0.7	-0.3	-1.6	6	-0.8
- CC(C)C[C@@H]1Cc2[nH]c(=S)[nH]c(=O)c2[C@H](C)O1
 : -1.0	0	0	-1.1	3	0.8	-0.9	5.8*	.	0	.
- O=C(COc1ccc(S(=O)(=O)N2CCOCC2)cc1)Nc1ccccc1Cl
 : -1.8	-5	-4	-1.6	-4	-3.4	0.2	0.1	0.0	-1	1.1
- COC(=O)C1=C(C)NC(C)=C(C(=O)OC)C1C(=O)OC(C)C(=O)c1ccccc1 (stereo not given)
 : 1.0&-1.6	7&2	2&-6	-1.1&-1.7	-3&-1	-4.1&-0.1	0.6&0.6	-1.0&-1.1	-0.2&-0.1	12&0	-0.5&1.5
- Cc1cc(C(=O)NCCC2=CCCCC2)no1
 : -0.1	2	1	-1.4	4	4.2	-0.1	0.6	1.5	0	2.1
- CCOc1cc(NC(=O)C2CC2)c(OCC)cc1NC(=O)c1cc(OC)c(OC)c(OC)c1
 : -2.4	3	5	-0.8	-2	-2.0	-0.1	-0.7	-1.4	1	-2.0
- CCOC(=O)Cn1cnc2sc(C(=O)OC)c(C)c2c1=O
 : 0.5	2	4	-1.5	0	-1.8	-0.4	-0.4	0.0	-4	3.1
- O=C1C(NS(=O)(=O)c2ccc(Br)cc2)=C(N2CCCCC2)C(=O)c2ccccc21
 : -0.8	0	-2	-1.1	1	-0.1	-0.4	-0.7	-0.6	10	0.2
- O=C1CCCN2N=C(SCC(=O)Nc3nc4ccccc4s3)SC2=N1
 : 0.5	2	2	-1.6	3	-0.1	-0.8	-0.3	-0.7	-6	3.5
- O=C(Nc1cc(S(=O)(=O)N2CCCCC2)ccc1N1CCOCC1)c1ccc(C(F)(F)F)cc1
 : -0.3	-10	-2	-1.3	-1	-0.7	0.9	0.9	0.4	3	-1.2
- CC(=O)Oc1ccc(C(=O)[C@H]2[C@H]3C(=O)N(c4ccc5ccccc5c4)C(=O)[C@H]3[C@@H]3C=CC=NN32)cc1
 : 4.5	-4	1	0.9	-1	14*	-0.1	2.4	3.8	-21	4.8
- COc1ccc2oc(=O)cc(CN3CCOCC3)c2c1
 : -2.1	1	-2	-0.9	-3	1.0	0.7	0.1	1.1	1	0.9
- Cc1ccc(C2C(C#N)=C(N)Oc3n[nH]c(-c4cccs4)c32)cc1 (stereo not given)
 : 0.3	-7	3	-1.3	-1	-4.2	-0.2	-0.1	1.5	-23	1.4
- CCCCn1c(C)csc1=Nc1cccnc1
 : -1.4	-1	0	-0.6	-3	-1.9	0.0	-0.4	-0.2	6	1.7

Next structures:
Under each structure – hcDAF12 agonist	GC-B act	GC-A act	ssDAF-12 act	SMARCA2 activ	hgDAF-12 ag	proKLK7 act	DAX1 inh-1	DAX1 inh-2	sPLA2-III inh	FXN GAA850 act
- O=C(CCC1CCN(C(=O)c2cc(C(F)(F)F)ccc2Cl)CC1)NC1CC1
 : -1.2	7	3	-0.7	-3	-1.3	-0.2	-0.3	0.0	2	1.1
- CC1(c2nnnn2-c2ccc3c(c2)OCCO3)CCC(=O)N1CCc1ccccc1F (stereo not given)
 : -1.7	0	2	-1.5	-2	-3.7	0.7	-3.5	.	14	.
- CCOc1ccc(CN(C)C(=O)c2cccc(S(=O)(=O)N3CCCC3)c2)cc1OC
 : 1.2	-1	4	-1.7	-2	-2.7	0.0	0.4	0.3	3	0.8
- COc1ccc(Cn2c(C)cc(O)cc2=O)cc1
 : 0.4	0	4	-1.1	-3	1.3	-0.2	-0.3	.	0	.
- COc1ccc(N2C(=O)CC(Sc3nnc(-c4ccccc4F)n3C)C2=O)cc1 (stereo not given)
 : -1.1	2	7	-1.4	-1	0.1	0.0	-0.2	0.5	-1	4.9
- CCCCNC(=O)OCCCN1CCC2(CCC(c3ccccc3)CC2)C1=O (stereo not given)
 : -3.8&-3.2	4&-5	-2&-2	-2.2&-1.5	-5&-5	-2.6&-3.5	-0.1&0.3	-2.1&-1.0	.	3&4	.
- Cc1cc(C)nc(SCc2nnc(SCC(=O)N3CCCc4ccccc43)n2C)n1
 : -1.0	-1	-1	-1.7	0	1.3	-0.3	-1.0	-1.3	-8	0.3
- CN(C)CCNc1nc(-c2ccccc2F)c2sccc2n1
 : 0.2	2	-1	-1.2	0	0.8	5.3	-0.2	.	-7	1.4
- CSc1ccc(CN(C)CC(=O)NCCc2ccccc2)cc1
 : -1.3	-2	-7	-0.8	-2	1.1	-0.9	-0.1	-0.1	2	0.9
- COC(=O)C1(C)NC(c2ccccc2OC)C2C(=O)N(c3ccccc3)C(=O)C21 (stereo not given)
 : -2.1	-3	1	-0.9	0	1.0	0.4	0.1	2.3	-3	1.8
- COc1cccc(CN2CCN(C(=O)c3ccc(-c4ccccc4)cc3)CC2)c1
 : 3.3	-1	-3	-1.6	-4	-1.4	1.1	-0.3	-0.4	-9	0.3
- COc1cc(CC(=O)OCC(=O)Nc2ccc(N(C)C)cc2)cc(OC)c1OC
 : -1.9	-3	-6	-1.0	2	1.4	-0.1	-1.7	0.4	11	0.5
- CC1(C)CC(N2CCN(c3ccccc3)CC2)=CC(=[N+]2CCCC2)C1
 : -3.4	2	-1	-2.4	-7	-8.3	-0.2	-2.9	-3.2	6	0.8
- Cc1ccc(N2CCCC2=O)cc1S(=O)(=O)N1CCOCC1
 : -1.4	0	0	-0.8	1	0.5	-1.1	-0.1	0.4	6	0.1
- CS(=O)(=O)Cc1nc2ccccc2oc1=O
 : 0.8	1	-4	-0.7	-1	-4.4	1.2	-1.7	-0.4	2	3.2

An excerpt of these results, with tabs.
Molecule	hcDAF12 agonist	GC-B act	GC-A act	ssDAF-12 act	SMARCA2 activ	hgDAF-12 ag	proKLK7 act	DAX1 inh-1	DAX1 inh-2	sPLA2-III inh	FXN GAA850 act
COc1ccc(N2C(=O)CC(Sc3nnc(-c4ccccc4F)n3C)C2=O)cc1 (stereo not given)	-1.1	2	7	-1.4	-1	0.1	0.0	-0.2	0.5	-1	4.9
Cc1cc(C)nc(SCc2nnc(SCC(=O)N3CCCc4ccccc43)n2C)n1	-1.0	-1	-1	-1.7	0	1.3	-0.3	-1.0	-1.3	-8	0.3
COc1ccc(Cn2c(C)cc(O)cc2=O)cc1	0.4	0	4	-1.1	-3	1.3	-0.2	-0.3	.	0	.

Going on with the list:
Under each structure – hcDAF12 agonist	GC-B act	GC-A act	ssDAF-12 act	SMARCA2 activ	hgDAF-12 ag	proKLK7 act	DAX1 inh-1	DAX1 inh-2	sPLA2-III inh	FXN GAA850 act
- O=C(Nc1ccccc1C(=O)OCC(=O)c1c[nH]c2ccccc12)c1ccco1
 : 1.8	2	-1	-0.1	3	3.0	-4.8	-0.2	-1.2	-19	0.4
- O=C(NCc1cccnc1)NC1CC(=O)N(c2ccc3c(c2)OCCO3)C1 (stereo not given)
 : -0.8	4	1	-1.6	-2	-1.3	0.4	1.0	-1.2	3	1.6
- Oc1ccccc1/C=N/NC(=S)NC1CC2CCC1C2 (stereo not given)
 : 3.8	4	6	-1.5	1	6.5	-30	0.6	-0.1	28*	4.5
- CC(C)NC(=O)N(C)C[C@H]1Oc2ccc(NC(=O)C3CC3)cc2C(=O)N([C@H](C)CO)C[C@@H]1C
 : -1.8	0	0	-1.2	0	-0.4	0.5	0.0	0.3	11	-0.5
- Cc1ccc(NS(C)(=O)=O)c(C(=O)c2ccccc2)c1
 : -1.0	11	3	-0.9	2	-3.9	0.6	-0.4	-1.6	3	2.6
- Cc1ccc(NC(=O)C2CC(=O)Nc3nncn32)cc1 (stereo not given)
 : 2.2	3	-1	8.3*	1	3.3	-0.1	-0.1	0.4	1	-2.8
- CCCn1nnnc1NC(=O)c1cc(Br)ccc1OC
 : 2.2	-1	-1	0.5	1	0.9	0.3	0.0	0.6	-1	2.9
- CCCC(C(=O)NC(C)(C)CC)N(CC1CCCO1)C(=O)CNS(=O)(=O)c1ccc(F)cc1 (stereo not given)
 : -0.5	-3	-2	-0.1	-3	-0.7	-0.5	0.0	-0.3	8	0.1
- Cc1cc(N/N=C/c2ccc(Cl)cc2Cl)nc(NCc2ccccc2)n1
 : 1.0	-2	-2	-1.1	-4	-5.0	0.1	-0.1	0.1	7	2.4
- COc1ccc(C(=O)COC(=O)C2CC3CCCC(C2)C3=O)cc1Br (stereo not given)
 : -0.8	2	1	-0.3	-2	1.7	0.1	0.0	1.7	-4	1.2
- CCCCC(=O)NC(NC(=S)N1CCOCC1)C(Cl)(Cl)Cl (stereo not given)
 : -1.1	-5	0	-1.3	-1	1.9	-0.9	0.0	-0.5	1	-1.2
- CCn1nnnc1SCC(=O)N1c2ccccc2Sc2ccccc21
 : -1.7	-11	-14	-0.8	0	-2.6	0.0	-0.3	-1.0	-1	0.2
- CCN1CCN(C(=S)Nc2ccc(C(C)=O)cc2)CC1
 : -1.1	3	-1	-0.5	1	2.3	-0.2	0.6	-0.1	-1	2.2
- COCCn1c(=O)[nH]c2cc(C(=O)Nc3nnc(C)s3)ccc21
 : 0.9	0	0	-0.8	8.2*	5.5	0.4	0.6	0.1	6	3.1
- COC(=O)CSc1nnc([C@H](Cc2ccccc2)NC(=O)OC(C)(C)C)o1
 : 0.6	0	1	-1.4	0	-0.7	0.1	0.1	2.0	-8	-1.0
- O=S(=O)(/N=C/c1ccccc1O)c1cccs1
 : -1.5	7	5	-1.7	0	1.6	0.4	0.2	1.7	-1	-0.9
- CCc1ccc(NC(=O)Nc2ccncc2)cc1
 : -1.7	-1	-4	-1.6	-3	7.2	-0.2	-0.7	1.2	-6	1.9
